# Compound activity: PubChem, several laboratories
# NPY Y1 blocker: antagonists of human neuropeptide Y receptor Y1; P25929; HEK293-CNG Y1 cells, membrane potential fluorescence; NPY at EC95, then isoproterenol; inhibition, % at 3.6 µM; 200,000 tested, 1% active;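 active = inhibition above the campaign mean inhibition of all tested compounds plus 3 SD, cut at about 20% in these data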;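 also: 0% = DMSO wells given NPY plus isoproterenol and 100% = isoproterenol alone without NPY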
# Target sequence (P25929 whole entry, looked up): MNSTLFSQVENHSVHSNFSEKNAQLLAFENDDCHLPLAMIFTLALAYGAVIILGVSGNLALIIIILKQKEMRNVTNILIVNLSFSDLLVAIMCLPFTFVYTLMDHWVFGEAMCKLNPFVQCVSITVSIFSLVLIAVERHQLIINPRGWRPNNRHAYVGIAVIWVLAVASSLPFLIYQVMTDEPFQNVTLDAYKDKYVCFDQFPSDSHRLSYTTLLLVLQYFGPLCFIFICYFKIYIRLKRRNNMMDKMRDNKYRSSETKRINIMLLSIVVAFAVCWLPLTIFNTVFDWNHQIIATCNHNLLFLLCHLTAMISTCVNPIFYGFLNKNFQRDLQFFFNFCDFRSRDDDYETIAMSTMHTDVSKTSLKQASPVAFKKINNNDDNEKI
#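 Assay system: HEK293 Y1/CNG channel cell line; Doses: single compound dose of 3.6 µM, 0.4% DMSO; Timing: dye 3 h, compound 60 min room temperature, stimulation 45 min; Technique: Membrane-potential fluorescent dye readout; Measure: % inhibition of NPY effect.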
# Runt-SMMHC FRET: Runt domain-CBFb-SMMHC interaction inhibition; inhibition, % at 20 µM; Cerulean-Runt/Venus-CBFb-SMMHC FRET ratio 530/480, 1 h; 220,000 tested, 0.74% active; AID 1434; Q01196+Q13951;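 active = mean inhibition across duplicate retests at 20 µM reaching about 50%, limit read from the data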;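 also: 0% = DMSO wells and 100% = wells with excess untagged CBFb-SMMHC; inhibitors lower the FRET ratio by blocking Runt binding to CBFb-SMMHC; some results filed as inactive read as strong as hits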
# Hck Nef HTS: inhibitors of human Hck kinase activated by Nef; inhibition, % at 20 µM; 220,000 tested, 0.68% active; P08631; Recombinant Hck-YEEI plus Nef, Z-Lyte FRET kinase assay;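 active = Hck-Nef kinase inhibition above about 50%, limit read from the data; inactive = inhibition below that limit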;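 also: 0% = DMSO with Hck plus Nef and 100% = Hck alone without Nef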
# Runt-CBFb FRET: inhibitors of human RUNX1 Runt domain binding to CBFb; Q01196+Q13951; Cerulean-Runt/Venus-CBFb FRET ratio 530/480, 1 h; inhibition, % at 20 µM; 220,000 tested, 0.46% active; AID 1496;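 active = inhibition over about 50% at 20 µM in the single-dose screen, limit read from the data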;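 also: 0% = DMSO wells and 100% = excess unlabeled CBFb competitor control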
#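 Buffer or medium: Tris pH 7.5 buffer with BSA. Assay system: Cerulean-labeled Runt domain protein. Amount: each fluorescent fusion protein 100 nM. Read-out basis: loss of energy transfer signal. Incubation: 1 h compound exposure, room temperature. Probe or stimulus: Venus-CBFb binding partner, 100 nM. Detection: FRET, excitation 422 nm, emission at 530 and 480 nm.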
# NPY2 pot ag: human NPY-Y2 potentiation or agonism, primary screen. P49146. cells expressing NPY-Y2, potentiator/agonist read-out. activation, % at 3.6 µM. 220,000 tested, 0.45% active. AID 1359; in the data active = activation above about 27%;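 also: cells stimulated with NPY near EC25 plus isoproterenol at EC100; 0% = vehicle plus submaximal agonist and 100% = vehicle plus saturating agonist; some results beyond the cut were filed as inactive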
# RBBP9 inh: inhibitors of human serine hydrolase RBBP9. O75884. recombinant RBBP9, FP-Rh probe fluorescence polarization. inhibition, % at 7.94 µM. 220,000 tested, 0.2% active. AID 1515;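 active = inhibition above the campaign mean of all tested compounds plus 3 SD, cut at about 14% in these data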;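 also: plate controls were DMSO wells with RBBP9 for no effect and wells lacking RBBP9 protein for full effect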
# Target sequence (O75884 whole entry, looked up): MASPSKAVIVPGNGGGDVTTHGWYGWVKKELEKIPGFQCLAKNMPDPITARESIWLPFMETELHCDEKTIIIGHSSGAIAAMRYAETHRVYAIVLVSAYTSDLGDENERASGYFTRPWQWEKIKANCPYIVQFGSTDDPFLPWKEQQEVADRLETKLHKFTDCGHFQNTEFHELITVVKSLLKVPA
#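 System: RBBP9 protein / Buffer or medium: Tris/NaCl buffer pH 8.0 with 0.1% Pluronic / Probe or stimulus: Serine-hydrolase probe FP-Rh, 375 nM pre-mixing / Dosing: 7.94 µM single dose, 0.794% DMSO / Times: enzyme-compound preincubation 30 min, then probe labeling 45 min, 25 °C / Technique: fluorescence polarization (mP), excitation 525 nm, emission 598 nm / Replication: singlicate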
# MDM2 E3 inh: inhibitors of human Mdm2 E3 ubiquitin ligase; cell-based MDM2 ubiquitination luciferase reporter, 2 h; 0 = plate control, 100 = twice control, blank-subtracted; 210,000 tested, 0.11% active; Q00987; signal enhancement, % at 5 µM;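 active = signal enhancement of 30% or more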;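 also: luminescence tracks abundance of the self-degrading MDM2-luciferase fusion protein; higher signal means inhibition of MDM2 E3 ligase activity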
# Target sequence (Q00987 whole entry, looked up, the tested form may be a part): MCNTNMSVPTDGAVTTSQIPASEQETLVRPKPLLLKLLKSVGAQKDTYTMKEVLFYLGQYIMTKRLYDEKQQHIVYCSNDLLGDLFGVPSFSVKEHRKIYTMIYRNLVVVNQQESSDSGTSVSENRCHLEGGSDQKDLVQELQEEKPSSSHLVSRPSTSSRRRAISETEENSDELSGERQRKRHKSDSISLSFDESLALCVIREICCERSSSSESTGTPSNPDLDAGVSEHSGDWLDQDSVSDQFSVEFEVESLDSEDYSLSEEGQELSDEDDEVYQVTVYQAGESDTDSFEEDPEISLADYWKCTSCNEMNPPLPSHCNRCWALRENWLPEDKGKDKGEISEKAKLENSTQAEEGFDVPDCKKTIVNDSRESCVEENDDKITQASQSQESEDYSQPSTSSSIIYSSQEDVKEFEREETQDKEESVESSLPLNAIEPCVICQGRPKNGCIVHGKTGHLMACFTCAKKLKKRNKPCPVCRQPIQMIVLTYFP
#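 Test system: mammalian cells stably expressing self-ubiquitinating, self-degrading MDM2 E3–luciferase fusion; Amount: 2000 cells in each well; Medium: DMEM; Schedule: 4 h settle plus 2 h compound, 37 °C; Technique: SteadyLite luciferase luminescence after 15 min room-temperature reagent incubation; Benchmarks: plate control and blank wells.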
# p97 ATPase inh: inhibitors of human p97 ATPase. P55072. recombinant p97 ATPase, Kinase-Glo ATP luminescence, 3 h. inhibition, % at 8 µM. 220,000 tested, 0.42% active. AID 1481; in the data active = inhibition above about 15%;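 also: 0% = DMSO vehicle and 100% = wells lacking enzyme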
# NPY-Y1 PAM-ag: potentiators or agonists of human neuropeptide Y receptor Y1. NPY-Y1 expressing cells, potentiator/agonist activation. activation, % at 3.6 µM. 220,000 tested, 0.37% active. P25929. AID 1304; in the data active = activation above about 33%, passing the limit was not always enough;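 also: cells stimulated with NPY at EC10 then isoproterenol at EC100; 0% = low agonist plus stimulus and 100% = saturating agonist plus stimulus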
# The depositor's hits bear a star; x = not tested or not shown; & = joins results of further samples.
canonical_smiles,Runt-CBFb FRET,Hck Nef HTS,MDM2 E3 inh,NPY2 pot ag,NPY Y1 blocker,NPY-Y1 PAM-ag,RBBP9 inh,p97 ATPase inh,Runt-SMMHC FRET
CC(C)CNC(=O)c1ccccc1Oc1ccccc1,2,2,10,-2,0,9,-2,1,0
O=C(CCSc1nnc(-c2ccco2)o1)Nc1ccc(Cl)cc1,-2,-1,-13,-8,4,0,-10,3,-5
CCOc1ccc(-c2nnn(CC(=O)NCc3cccs3)n2)cc1,0,-1,-13,-13,4,-14,-10,-7,-6
Cc1ccc([N+](=O)[O-])cc1S(=O)(=O)NCc1cccnc1,0,1,-4,2,7,7,0,10,-3
CC(C)N(C1=CC(=O)OC12CCCCC2)C(C)C,2,21,-33,-10,x,3,-4,2,1
Cc1ccc(C(C)C)c(OCC(=O)Nn2c(C)nc3ccccc3c2=O)c1,-3,1,-12,-14,11,-23,-6,-6,-8
COc1cc(C(c2sc3ncnn3c2O)N2CCN(c3ccccc3F)CC2)cc(OC)c1OC (configuration not stated),2,0,-9,-30,5,-26,-4,3,3
Cc1ccc(NC(=O)c2cc(NC(=O)c3ccco3)ccc2N2CCOCC2)cc1,-2,0,-15,5,2,-28,0,5,0
CCN1CCCC1CNC(=O)c1cc(OC)c(OC)c(OC)c1 (configuration not stated),4,2,-5,9,1,-21,-4,-1,0
Cc1cccc(CSCCNC(=S)Nc2ccccc2)c1,-2,3,-12,5,0,2,-12,1,3
COc1cc(SC)ccc1C(=O)NCC1CCCO1 (configuration not stated),0,15,10,6,-4,10,-3,0,-6
COc1ccc(Cc2nn3c(Cn4nnc5ccccc54)nnc3s2)cc1,24,0,8,-1,0,6,-6,2,9
CCOC(=O)C1C(=O)CC(C)(O)C(C(=O)OCC)C1c1ccc(N(CC)CC)cc1 (configuration not stated),0,5,6,19,6,10,-8,-5,14
Cc1ccc(N(CCC#N)C(=O)CN2C(=O)NC(Cc3ccccc3)C2=O)cc1 (configuration not stated),-1,16,8,6,2,8,-14,-4,1
CC1(C(=O)NCCN2CCOCC2)C=CCN1C(=O)c1ccccc1 (configuration not stated),-1,-2,x,-1,5,8,-11,3,2
COc1ccc(/C=C2/N=C3CCCCCN3C2=O)cc1,0,12,2,4,-1,17,-4,2,-1
Cc1nn(-c2ccccc2)c(Cl)c1C(=O)OC(C)C(=O)Nc1ccc2c(c1)OCO2 (configuration not stated),0,-1,-11,-10,6,-4,-3,-2,2
COc1ccc2c3c([nH]c2c1)C1CC2C(CC(O)C(OC)C2CO)CN1CC3 (configuration not stated),-4,22,-11,-9,x,3,-1,1,-25
CC1(C)Cc2c(ccc3ccccc23)/C(=C/C(=O)N2CCCCC2)N1,-4,1,-10,-3,2,12,-5,-5,-5
COc1cc(C2NCCC(=O)C2(C)C)cc(OC)c1OC (configuration not stated),-1,-1,0,0,1,-3,-3,-4,-1
O=C(NNC(=S)Nc1ccccc1Cl)c1ccncc1,4,15,4,-3,x,-10,2,5,3
Cc1cccc(/C(N)=N/OC(=O)c2ccccc2Cl)c1,-4,6,-48,12,9,4,-13,2,0
C[c-]1[c-](C)[c-](C)[c-](C)[c-]1C.[Fe].c1cc2nccc(N3CCCC3)[c-]2c1 (configuration not stated),0,30&27,-3&-9,x,x,x,x,x,2
Cc1ccc(Nc2nc(N)[nH]c(=O)c2N=O)cc1,2,7,-1,-27,x,6,-1,-1,41
CCC1CCCCN1S(=O)(=O)c1ccc2c(c1)CCN2C(=O)C1CCC1 (configuration not stated),x,0,4,-22,3,-21,-4,-2,-7
O=C(CSc1oc(-c2ccco2)nc1S(=O)(=O)c1ccccc1)NCC1CCCO1 (configuration not stated),-3,0,x,0,-3,-24,-6,3,-1
O=C(CSc1nnnn1-c1ccc2c(c1)CCC2)Nc1ccc2c(c1)OCCO2,0,0,19,-24,7,-13,-7,1,3
CC(=O)NC(CC(=O)NCCN1C(=O)S/C(=C\c2ccccc2)C1=O)c1ccccc1 (configuration not stated),1,16,-12,10,x,28,-5,4,1
O=C1NC(=O)/C(=C\c2cn(Cc3ccccc3F)c3ccccc23)N1,0,26,1,-13,3,-4,-5,5,6
COc1ccccc1NC(=O)NCCN1C(=O)C2C3C=CC(C3)C2C1=O (configuration not stated),1,0,-9,-5,7,-14,0,4,-2
Cc1c(/C=N/NC(=O)C(NC(=O)c2ccc3c(c2)OCO3)C(C)C)c2ccccc2n1C (configuration not stated),-1,2,x,-3,-5,1,-1,5,0
COc1ccc(S(=O)(=O)N(CC(=O)O)c2ccc(C)cc2)cc1,-3,0,-14,3,-2,-16,-5,-3,4

# Just Runt-SMMHC FRET, for two of the compounds above:
SMILES | Runt-SMMHC FRET
CCC1CCCCN1S(=O)(=O)c1ccc2c(c1)CCN2C(=O)C1CCC1 (configuration not stated) | -7
COc1ccccc1NC(=O)NCCN1C(=O)C2C3C=CC(C3)C2C1=O (configuration not stated) | -2

# Additional entries
canonical_smiles,Runt-CBFb FRET,Hck Nef HTS,MDM2 E3 inh,NPY2 pot ag,NPY Y1 blocker,NPY-Y1 PAM-ag,RBBP9 inh,p97 ATPase inh,Runt-SMMHC FRET
O=C(CCC1CCCC1)Nc1ccc(OCC(=O)N2CCOCC2)cc1,0,2,-2,-7,5,-7,0,-1,1
Cn1c(-c2ccc3c(c2)OCO3)cc(=O)c2ccccc21,1,13,-1,-4,2,7,-4,3,-1
C[C@@H]1CN(Cc2nc(-c3cnccn3)no2)C[C@H](C)O1,-2,19,-2,10,2,16,-6,6,-2
C=CCn1c(SCc2ccccc2)nc2scc(-c3ccc(C)o3)c2c1=O,26,1,-7,-9,-5,2,-2,0,12
COc1ccc(/C=N/NC(=O)c2cccc([N+](=O)[O-])c2)cc1OS(=O)(=O)c1ccccc1,1,8,-10,-22,-1,-13,-8,2,0
CSc1ccc(S(=O)(=O)Nc2ccc(S(=O)(=O)Nc3ccc(C)cc3)cc2)cc1,-1,1,-12,11,-4,15,-4,-2,-2
Cc1cc(=O)[nH]c(N=N/C(=N/Nc2ccc(O)cc2)c2ccccc2)n1,7,2,-15,0,-5,-23,-2,0,-7
O=C(O)/C=C/c1ccc(-n2ccnc2)cc1,1,-9,-14,-9,x,8,-4,-6,-3
Cc1nn(C)cc1/C=N/NC(=O)c1sc2ccccc2c1Cl,2,16,-5,-18,14,7,-3,-3,-5
C=CCn1c2ccccc2c2nnc(SCN3C(=O)c4ccccc4C3=O)nc21,-1,3,7,-6,12,-6,-3,5,-4
COc1ccc(C2N=C(N)N=C(N)N2c2ccccc2)cc1OC (configuration not stated),2,2,-5,14,-2,3,-6,6,-4
CC(=O)N1CCC2(CC1)NC(=O)N(c1ccccc1)N2,4,28,10,-14,2,-6,3,2,0
CC(C)n1c(CCCO)nc2ccccc21,-2,0,-1,6,-1,4,-2,2,-4
CC(C)COP(=O)(c1ccc(N(C)C)cc1)C(O)c1ccccn1 (configuration not stated),-3,1,-19,-9,-7,10,1,4,2
Cn1c(CCNC(=O)c2ccco2)nc2cc(NS(=O)(=O)c3ccccc3)ccc21,0,2,-5,0,-3,5,-5,2,0
COc1ccccc1C1SCCN1S(C)(=O)=O (configuration not stated),0,1,-2,-4,1,-8,-4,3,-2
Cc1ccnc(NC(=O)CCC2CCCCC2)c1,-2,0,-9,-10,23*,-8,4,1,-1
CC(C)CCNC(=S)Nc1ccc([N+](=O)[O-])cc1,7,2,x,13,4,15,-4,-1,8
Cc1nn(C)c(C)c1C1Nc2ccccc2C(=O)N1O (configuration not stated),-2,1,x,10,2,7,-5,1,-5
Nc1cccc(Nc2nc(OC(C(F)(F)F)C(F)(F)F)nc(OC(C(F)(F)F)C(F)(F)F)n2)c1,x,1,-5,32,-15,45,-11,3,2
N#Cc1nc(Cl)c(Cl)c(NN)c1Cl,1,12,-5,-15,x,5,-3,6,-2
Cc1ccc(N=c2c([N+](=O)[O-])nn(-c3ccc(Cl)cc3)n2O)cc1C,2,-4,-1,11,4,12,-1,4,-5
CN(CC(=O)Nc1nc2ccccc2s1)S(=O)(=O)c1ccc(Br)cc1,1,0,-16,-2,4,3,1,0,1
CCOC(=O)N=S(N)(=O)c1ccc(Cl)cc1 (configuration not stated),1,1,-11,5,14,-2,4,4,-1
C/C(N)=C(/C#N)C(=O)COC(=O)CCSc1ccccc1,1,2,-8,-18,6,-27,-6,2,0
CCOC(=O)N(C)c1ccc(C(O)(C(F)(F)F)C(F)(F)F)cc1,-3,0,-8,0,4,-7,-6,0,-2
Cc1ccc(C(=O)NCCN(C)C)cc1C,2,-2,24,-2,1,-3,4,-1,2
Cc1cccc(Nc2c(-c3ccc(N4CCOCC4)cc3)nc3ncccn23)c1,-20,-18,x,22,3,-4,-5,-4,-40
CCN(CC)S(=O)(=O)c1ccc(OC)c(NC(=O)c2cccs2)c1,x,14,2,5,6,7,-4,3,x
CCCCCn1c(CCC(=O)Oc2ccccc2OC)nc2c1c(=O)[nH]c(=O)n2CCCC,-1,-18,-18,-18,3,-19,-5,-2,2
CCCn1nnnc1NCc1ccc(N2CCCC2)cc1,6,4,-3,-10,-2,-19,-7,2,9
COc1ccc(Cl)cc1C(=O)Nc1ccc(NC(C)=O)cc1,0,3,-3,0,-1,16,-4,2,-1
COc1ccc(S(=O)(=O)N(C(=O)c2ccncc2)c2ccc3oc4c(c3c2)CCCC4)cc1,-2,1,-12,16,8,-43,-4,5,1
CCOC(=O)C1CCN(c2c(C(=O)c3ccccc3)cnc3ccc(Cl)cc23)CC1,0,16,-12,7,12,-9,-5,4,1
COc1ccc(/C=N/NC(=O)c2cc(C(C)(C)C)[nH]n2)cc1COc1ccc(F)cc1F,-2,58*,-7,-3,2,-15,-22,0,-1
